NOD2-RIPK2 inh: NOD2-RIPK2 protein interaction inhibition; CHO BLA complementation NOD2-RIPK2, CCF4 ratio; inhibition, % at 4.98 µM; 0.38% of 360,000 active; O43353; in the data active = inhibition above about 21%;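 also: 0% = vehicle only and 100% = reference blocker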
Glyco luc inh: blocks N-linked glycosylation in D54 reporter cells | D54 ERlucT glycosylation luciferase reporter, 24 h; percent of 100 nM tunicamycin response | reporter increase, % at 12.5 µM | 0.23% of 360,000 active | AID 588692;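 active = mean luciferase reporter signal, scaled so untreated is 0 and the glycosylation-blocking control 100, at or above a set limit in every replicate; inconclusive = mean reaches the limit but not every replicate does; inactive = mean below the limit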;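 also: luciferase carries N-glycosylation sites so blocking glycosylation raises the light; 0% = median of neutral control wells and 100% = median of 100 nM tunicamycin wells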
Vif inh: blocks HIV Vif function; HEK293T cells, Vif self-association by quenched fluorescence, imaging, 24 h; inhibition, % at 7.49 µM; 0.35% of 340,000 active; in the data active = inhibition above about 50%, passing the limit was not always enough; inconclusive = no clear call, values can overlap the other calls; inactive = below about 31%; also: some results filed as inactive read as strong as hits
ABHD5-PLIN5 inh: ABHD5-PLIN5 protein interaction inhibition. Split G. princeps luciferase complementation, luminescence, 4 h. inhibition, % at 4 µM. 0.78% of 360,000 active. AID 602281;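 active = inhibition above the mean inhibition across every tested compound plus 3 SD, cut at about 22% in these data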;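 also: 0% = DMSO only wells and the 100% control is not disclosed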
aDG glyco act: increases alpha dystroglycan glycosylation; 0.22% of 360,000 active; activation, % at 10 µM; Pro5-aDG cells, alpha-DG glycosylation AlphaScreen (IIH6); 0% Pro5, 100% B10-LARGE cell signal;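 active = activation of at least 8% versus controls, or a plate z-score of at least 8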;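 also: Pro5 are CHO cells carrying HIG-tagged alpha-DG that lacks glycosylation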
ABCB6 inh 2: blocks the human ABCB6 transporter; Q9NP58; 0.19% of 360,000 active; fluorescence ratio to DMSO, % at 10 µM; K562-ABCB6 porphyrin accumulation, flow cytometry, 1 h; stronger effect = lower value; AID 602162;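 active = fluorescence ratio to DMSO below 75%, the collection mean minus 3 SD; inconclusive = too few cells collected in the well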;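 also: signal is porphyrin accumulated inside mitochondria; 100% equals median channel fluorescence of DMSO control wells; lower ratio means ABCB6 inhibition with less porphyrin fluorescence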
Target sequence (Q9NP58 whole entry, looked up): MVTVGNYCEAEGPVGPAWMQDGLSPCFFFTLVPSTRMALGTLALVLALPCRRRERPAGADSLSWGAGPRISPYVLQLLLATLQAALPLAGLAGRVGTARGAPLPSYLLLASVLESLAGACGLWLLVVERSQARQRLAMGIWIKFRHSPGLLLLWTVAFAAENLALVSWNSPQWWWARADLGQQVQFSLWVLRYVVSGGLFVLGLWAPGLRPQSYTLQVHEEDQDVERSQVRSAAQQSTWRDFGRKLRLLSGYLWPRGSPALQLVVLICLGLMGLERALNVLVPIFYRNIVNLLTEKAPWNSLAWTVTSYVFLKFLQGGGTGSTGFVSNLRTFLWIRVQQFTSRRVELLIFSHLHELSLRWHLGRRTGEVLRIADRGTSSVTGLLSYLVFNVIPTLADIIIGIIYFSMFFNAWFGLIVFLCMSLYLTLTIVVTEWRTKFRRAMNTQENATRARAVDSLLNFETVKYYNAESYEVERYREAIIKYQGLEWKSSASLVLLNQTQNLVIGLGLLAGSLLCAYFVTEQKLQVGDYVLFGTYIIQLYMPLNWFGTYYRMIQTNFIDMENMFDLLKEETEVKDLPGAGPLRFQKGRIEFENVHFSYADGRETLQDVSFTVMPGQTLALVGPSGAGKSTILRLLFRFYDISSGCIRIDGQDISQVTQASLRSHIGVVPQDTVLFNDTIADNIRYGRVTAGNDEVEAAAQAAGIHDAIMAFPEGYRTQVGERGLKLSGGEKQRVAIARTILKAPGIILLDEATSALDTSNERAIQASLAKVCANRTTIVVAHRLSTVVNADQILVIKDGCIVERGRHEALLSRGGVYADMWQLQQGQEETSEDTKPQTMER
MC4R antagonist: human MC4R antagonism in cAMP assay | P32245 | MC4R-expressing cells, MTII-stimulated cAMP, LANCE TR-FRET | inhibition, % at 6.5 µM | 0.48% of 360,000 active;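 active = inhibition above its plate's cutoff, the mean of tested wells on that plate plus 3 SD, cut at about 29% in these data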;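 also: 0% = Melanotan II alone and 100% = Melanotan II plus saturating MCL0020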
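material = U2OS cells stably expressing human melanocortin 4 receptor (MC4R) | also added = Melanotan II challenge | dosing = single nominal compound dose of 6.5 µM | detection = TR-FRET with Eu-cAMP and labeled anti-cAMP, 671 nm | replication = singlicate | timing = compound 30 min, challenge 1 h, detection 1 h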
Granule exo inh: lytic granule exocytosis inhibition; inhibition, % at 10 µM; 0.66% of 360,000 active; AID 651702; TALL-104 LAMP-1 surface exposure, flow cytometry; cells stimulated with thapsigargin and PMA;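 active = inhibition above about 55%, limit read from the data; inconclusive = no clear call, values can overlap the other calls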
MC4R ag barr: agonists of human melanocortin 4 receptor (MC4R) beta-arrestin; activation, % at 8.9 µM; U2OS MC4R beta-arrestin complementation, luminescence; percent of melanotan II response, DMSO zero; P32245; AID 540308; 0.98% of 360,000 active;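 active = activation above a per-plate cutoff, the mean activation of sample wells on that plate plus 3 SD, cut at about 8% in these data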
TLR9-MyD88 inh: blocks human TLR9 binding to MyD88; CHO BLA complementation TLR9-MyD88, CCF4 FRET ratio; inhibition, % at 4.98 µM; 0.21% of 340,000 active; AID 504734;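 active = inhibition above the mean over all tested compounds plus 3 SD, cut at about 21% in these data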;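 also: 0% = DMSO only wells and 100% = clavulanate BLA inhibitor control wells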
Numbers without * were called inactive; ? = inconclusive; · = not tested or not shown.

SMILES	NOD2-RIPK2 inh	Glyco luc inh	Vif inh	ABHD5-PLIN5 inh	aDG glyco act	ABCB6 inh 2	MC4R antagonist	Granule exo inh	MC4R ag barr	TLR9-MyD88 inh
N#CC1=C(SCC(=O)Nc2cccc3cccnc23)NC(=O)C(C#N)C12CCCCC2 (stereo not given)	-9.7	1.5	-11.3	-3.9	3.2	105.0	3.9	1.4	-0.1	-0.2
COC(=O)c1c(NC(=O)C(=O)NCCCN2CCOCC2)sc2c1CCC2	-6.3	-1.5	-3.9	6.0	-0.3	100.0	-0.2	2.0	-1.6	1.8
CCC1CCCCN1C(=O)CCS(=O)(=O)c1ccc2c(c1)CCN2C(C)=O (stereo not given)	-12.0	1.2	-4.7	-3.1	-0.1	93.0	5.9	0.6	-2.5	-17.6
CC(C)CNc1ncnc2c1ncn2[C@H]1CN(Cc2ccc(Cl)cc2)C[C@@H](CO)O1	-27.6	-0.6	-5.0	5.8	0.2	97.0	-8.9	-5.7	1.6	·
COC(=O)Nc1ccc(C)c2nsnc12	8.8	2.1	-2.5	-1.7	0.0	101.0	-2.6	6.9	-3.3	2.0
CCCCCCN1C[C@@H](O)[C@H](n2cc(-c3ccc(F)cc3)nn2)C[C@@H]1c1ccc(OC)cc1	-14.2	3.0	5.3	3.0	0.1	92.0	16.9	-0.7	2.7	-3.1
Cc1ccc(S(=O)(=O)N2CCC[C@H]2C(=O)OCCN2C(=O)c3ccccc3C2=O)cc1	4.9	1.5	0.2	-9.6	0.0	98.0	9.6	-0.9	-1.4	-9.3
CC(=O)N1CCN(C(=O)c2cc3c(s2)CCC(C)C3)CC1 (stereo not given)	-4.3	-1.1	13.5	-1.6	-0.3	99.0	3.5	-1.6	1.2	-1.8
CCOC(=O)C1CCCCN1C(=O)c1oc2c(Cl)cc(C)cc2c1C (stereo not given)	-4.6	-0.7	-9.7	3.6	5.4	91.0	-1.5	4.0	4.6	4.9
O=C(NCC(=O)N1CCN(Cc2c(F)cccc2Cl)CC1)c1cccs1	0.7	-0.9	3.7	-3.6	0.0	78.0	1.2	-7.6	-2.0	0.2
O=C(N/N=C/C=C/c1ccccc1)C(O)c1ccccc1 (stereo not given)	-4.9	-0.1	5.7	0.8	-0.2	99.0	-3.3	-1.7	-2.2	-2.8
CNCc1c(OCc2ccccc2F)ccc2ccccc12	-8.1	-1.4	-10.4	7.7	0.8	103.0	-4.6	1.0	1.1	-11.2
COc1ccc(-n2ncc3c2CC(C)(C)CC3NC(=O)CCc2c(C)noc2C)cc1 (stereo not given)	-10.4	-1.7	-2.8	-5.7	0.2	93.0	9.6	-2.5	-4.5	-11.4
Cc1ccc(CCNC(=O)c2ccc(CS(=O)(=O)Cc3ccccc3F)o2)cc1	-16.4	-1.6	-9.6	4.0	0.0	97.0	9.4	-1.9	-1.1	-7.0
C(=N\N(Cc1ccccc1)c1ccccc1)/c1cccnc1	-4.2	-1.7	-2.1	-6.0	0.2	98.0	2.0	3.3	-2.2	-9.9
CCc1ccc(NC(=O)c2cc(CC(C)C)on2)cc1	-8.5	1.0	23.2	0.0	-0.1	97.0	10.3	-3.1	3.5	3.2
COc1ccc(C(=O)COC(=O)Cn2nnc3ccccc32)cc1Br	-5.9	-0.9	-8.9	6.7	-0.1	102.0	11.2	-7.8	-0.3	-5.6
CCOc1ncccc1C(=O)Nc1ccc(C)c(S(=O)(=O)N2CCCCCC2)c1	-0.2	0.0	-7.0	-4.4	4.0	95.0	4.8	1.1	-0.9	3.5
OCC[C@@H]1C[C@H](O)[C@@H](O)[C@]2(OCc3ccc4ccccc4c32)O1	-4.8	4.0	·	-2.1	-0.2	93.0	1.7	1.6	-0.1	-5.9
O=C(Nc1nc(-c2cc(F)ccc2F)cs1)C1=COCCO1	6.5	-0.2	·	3.0	-0.4	95.0	4.9	2.9	-1.0	-11.5
CCN(CC)S(=O)(=O)c1ccc2c(c1)N(CC(=O)NCCN1CCOCC1)C(=O)CO2	-6.8	-0.6	9.6	-1.2	-0.5	87.0	3.9	-2.1	-0.9	-5.3
O=C(COc1ccc(Cl)cc1)N1CCN(c2ccc([N+](=O)[O-])c(N3CCOCC3)c2)CC1	4.3	0.6	-10.7	3.9	0.1	95.0	8.8	-4.8	-0.2	-3.1
Cc1cnc(C(=O)OCC(=O)NC23CC4CC(CC(C4)C2)C3)cn1	-8.0	2.2	6.2	7.9	-0.1	97.0	4.9	-0.7	-1.0	-4.6
Cc1ccccc1C(=O)c1cccn1CC(=O)NC(C)c1ccc2c(c1)OCCO2 (stereo not given)	-10.2	-0.7	1.1	-4.1	0.4	93.0	-2.1	-1.1	-1.8	-2.6
NS(=O)(=O)c1ccc(N=NN2CCCCC2)cc1	6.1	0.2	-2.7	-0.3	0.1	102.0	5.6	-0.4	-2.9	-6.5
O=S(=O)(Nc1cccc(-c2ccc(N3CCOCC3)nn2)c1)c1ccc(Cl)c(Cl)c1	-4.9	-0.9	-2.8	-15.5	-0.1	102.0	4.5	-4.5	-0.8	-2.6
Cc1ccc(C)c(OC(=O)c2cccnc2)c1	-7.3	1.1	5.8	-4.7	-0.1	98.0	1.2	-7.9	-0.6	2.1
CCOC(=O)N=S(N)(=O)c1ccccc1 (stereo not given)	-11.9	2.1	4.6	-2.8	0.0	92.0	-3.9	-0.1	-2.1	-2.5
O=C(C1CN(S(=O)(=O)c2ccccc2)CCN1S(=O)(=O)c1ccccc1)N1CCCCCC1 (stereo not given)	-1.0	1.7	-1.1	0.1	0.0	98.0	-0.4	6.6	1.2	7.7
CC(OC(=O)CNC(=O)c1ccco1)C(=O)Nc1ccc(Cl)cn1 (stereo not given)	-1.2	0.7	4.5	4.8	-0.1	105.0	7.2	4.6	-0.8	9.4
CCN(CC(=O)Nc1ccc(NC(C)=O)cc1)C(=O)c1ccc(N2C(=O)c3ccccc3C2=O)cc1	7.3	1.7	23.8	2.4	-0.1	99.0	2.8	11.3	-1.7	-10.5
C=CCSc1nc2sc(C)c(C)c2c(=O)n1N	-6.3	0.0	-3.9	-8.7	0.0	100.0	-0.4	1.0	7.5	-4.1
CCOc1ccc(S(=O)(=O)c2c(C(=O)c3ccc(C)cc3)cnc3cc4c(cc23)OCCO4)cc1	7.2	0.1	3.5	-1.7	-0.5	99.0	9.2	-0.2	-0.7	-5.0
CCN(CC)S(=O)(=O)c1ccc(N2CCOCC2)c(NC(=O)c2ccc(=O)[nH]c2)c1	-5.1	6.9	-6.3	4.2	0.1	99.0	2.0	-1.3	-1.1	-4.0
CN(c1ccccc1)S(=O)(=O)c1cccc(C(=O)OCC(=O)NCc2ccc3c(c2)OCO3)c1	-0.9	0.3	1.0	8.5	0.5	95.0	0.6	?	3.6	1.0
N/C(=N\OC(=O)c1cccc(Br)c1)c1ccncc1	3.4	-1.0	-4.4	5.8	-0.2	99.0	2.6	5.7	1.0	12.0
Cc1ccccc1C(=O)/C=C1\NC(=O)CS1	-2.6	0.3	2.7	-3.7	1.0	94.0	-1.9	14.9	-2.7	-7.4
Cc1ccc(C(=O)NC(=C(Cl)Cl)S(=O)(=O)c2ccccc2)cc1	-7.0	?	-0.2	0.0	-0.1	92.0	1.3	2.5	-0.9	-2.6
Cc1ccc(Oc2cc(C#N)c(C#N)cc2-n2nnc3ccccc32)cc1C	1.6	-0.7	20.6	1.1	-0.3	94.0	10.4	-4.4	-0.1	2.3
CCC(Sc1ccc2nnc(-c3cccnc3)n2n1)C(=O)OC (stereo not given)	-6.2	1.7	24.6	-0.8	-0.3	98.0	0.3	2.0	-0.4	5.3

Arranged by formula weight (lowest first): 3 of the compounds above.
SMILES	NOD2-RIPK2 inh	Glyco luc inh	Vif inh	ABHD5-PLIN5 inh	aDG glyco act	ABCB6 inh 2	MC4R antagonist	Granule exo inh	MC4R ag barr	TLR9-MyD88 inh
CCC(Sc1ccc2nnc(-c3cccnc3)n2n1)C(=O)OC (stereo not given)	-6.2	1.7	24.6	-0.8	-0.3	98.0	0.3	2.0	-0.4	5.3
CCN(CC)S(=O)(=O)c1ccc(N2CCOCC2)c(NC(=O)c2ccc(=O)[nH]c2)c1	-5.1	6.9	-6.3	4.2	0.1	99.0	2.0	-1.3	-1.1	-4.0
O=C(COc1ccc(Cl)cc1)N1CCN(c2ccc([N+](=O)[O-])c(N3CCOCC3)c2)CC1	4.3	0.6	-10.7	3.9	0.1	95.0	8.8	-4.8	-0.2	-3.1

(continued)
SMILES	NOD2-RIPK2 inh	Glyco luc inh	Vif inh	ABHD5-PLIN5 inh	aDG glyco act	ABCB6 inh 2	MC4R antagonist	Granule exo inh	MC4R ag barr	TLR9-MyD88 inh
CC(=O)Nc1ccc(S(=O)(=O)N(C)CC(=O)Nc2ccccc2N2CCCC2)cc1	2.1	-1.3	-2.5	17.0	-0.2	96.0	-4.5	-2.6	-2.0	-2.1
CCOc1ccccc1Nc1nnc(Cc2ccccc2Cl)c(=O)[nH]1	7.0	2.4	2.3	4.5	-0.1	103.0	4.1	-3.4	-0.7	-1.9
CC(=O)NC(CC(C)C)C(=O)NC(=O)NCc1ccccc1 (stereo not given)	-3.7	1.5	-0.5	2.3	-0.2	99.0	5.9	1.0	2.0	-6.1
O=C(c1ccncc1)N1CCN(c2ccc3ccccc3n2)CC1	-2.0	1.0	7.3	-6.0	1.1	102.0	0.7	1.4	-1.7	1.1
CN(C)S(=O)(=O)c1cccc(COC(=O)c2cnccn2)c1	-8.0	1.7	10.4	3.8	-0.1	97.0	0.3	-7.5	-1.6	-0.7
COc1ccc(S(=O)(=O)Cc2ccc(C(=O)N3CCC(C(N)=O)CC3)o2)cc1	-5.4	1.9	21.6	-7.3	0.1	101.0	-3.4	-3.6	0.9	1.5
Nn1c(SCC(=O)Nc2ccccc2)nnc(Cc2ccccc2)c1=O	-1.5	-4.4	·	0.8	0.4	97.0	3.8	-3.4	-3.4	1.6
O=C(CN1CCN(c2ccccc2O)CC1)Nc1cc([N+](=O)[O-])ccc1Cl	-17.4	4.2	-1.6	7.7	-0.1	93.0	1.9	-0.3	-2.1	0.2
COCCCNC(=O)CSC1=Nc2ccccc2C2=NC(c3ccccc3)C(=O)N12 (stereo not given)	1.5	4.8	2.3	0.9	0.1	102.0	11.5	-15.0	0.7	-6.9
COCCNC(=O)C1(C)Cc2c(-c3cccc(C(N)=O)c3)ccnc2O1 (stereo not given)	5.2	3.7	-12.4	-5.0	-0.2	96.0	4.4	-4.4	-1.3	·
O=C(CSc1nc2ccccc2c(=O)n1-c1ccc(F)cc1)Nc1ccc(C(=O)O)cc1	3.0	2.8	2.6	-5.9	-0.1	94.0	4.9	6.8	0.8	0.4
COC(=O)c1ccccc1C(=O)N1CCCC(CCC(=O)NCc2ccc(F)c(F)c2)C1 (stereo not given)	-14.3	1.9	4.1	-11.0	0.0	89.0	-4.1	-2.6	-2.8	-6.5
COc1cccc(CNC(=O)CCC2CCCN(C(=O)CCc3c(C)noc3C)C2)c1 (stereo not given)	-1.6	-2.0	-5.1	-1.6	0.0	101.0	0.2	4.6	0.2	-7.2
CCCCCCCCCCCCCCCCn1cc[n+](CC(C)=O)c1	0.8	-21.6	-6.8	19.9	0.2	100.0	28.7*	23.4	15.8*	9.1
CCOc1cc(C(=O)Nc2ccc(N3CCN(C(C)=O)CC3)cc2)cc(OCC)c1OCC	-1.8	-2.5	0.6	1.8	0.0	101.0	3.2	-4.9	-0.4	-2.3

An excerpt (hit frequency here may not be typical).
